# Assay outcomes as filed in PubChem.
# IDE cell inh – human IDE inhibitors in live cells, primary screen, fluorescence polarization, HEK cells, FAbetaB substrate | FAbetaB cleavage | inhibition, % at 5.59 µM | 0.41% of 320,000 active | AID 434962, 2010;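 active means percent inhibition above the average of all tested compounds plus 3 SD, set per screening campaign, cut at about 16% in these data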;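 further: IDE supplied by intact live HEK cells; FP after avidin binding of uncleaved biotin substrate so inhibition keeps polarization high; 0% = DMSO wells and 100% = 60 µM reference IDE inhibitor Ii1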
# p-CIP stab down – p/CIP-EGFP fusion destabilizers, primary screen, fluorescence, F442A cells; Q05BA5; 16 h; decrease of EGFP signal, % at 10 µM; 0.01% of 290,000 active; AID 1984, 2009;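 active means EGFP signal decrease of at least 30% at 10 µM or well 3 SD below plate mean, unless failing retest; inactive means the rest, including hits failing retest or dose response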; further: some compounds called inactive have numbers as strong as hits; many of its hits are not listed in these tables
# IMP-1 inhibitor – IMP-1 metallo-beta-lactamase inhibitors, primary screen, biochemical, epi-absorbance readout, Pseudomonas aeruginosa enzyme; metallo-beta-lactamase IMP-1 (Pseudomonas aeruginosa); purified IMP-1, nitrocefin hydrolysis, epi-absorbance fluorescence; inhibition, % at 5.6 µM; 0.45% of 290,000 active; AID 1556, 2009;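 active means inhibition above the mean plus 3 SD of all compounds in the same screening run, cut at about 4.5% in these data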;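 further: 0% = IMP-1 with DMSO and 100% = DMSO wells lacking enzyme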
#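 System: Purified IMP-1 | Read-out basis: Percent enzyme inhibition | Controls: IMP-1 with DMSO as 0%, enzyme-free DMSO as 100% | Replicates: One well per compound | Doses: 5.6 µM nominal single concentration | Detection: Epi-absorbance fluorescence, 480 nm excitation, 530 nm emission | Incubation: 25 °C, 15 min preincubation, 25 min reaction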
# IDE cell activ – human IDE activators in live cells, primary screen, fluorescence polarization, HEK cells, FAbeta-B substrate; Insulin-degrading enzyme (Homo sapiens), P14735; FAbeta-B cleavage; 0% vehicle, 100% cell-free pure enzyme wells; activation, % at 5.96 µM; 0.073% of 340,000 active;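 active means activation above the mean of all tested compounds plus 3 SD, set per screening campaign, cut at about 17% in these data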
# HCV NS3 hel inh – inhibitors of HCV NS3 helicase, primary screen, biochemical, Cy5 molecular beacon fluorescence | inhibition, % at 10.9 µM | NS3 helicase DNA unwinding | Hepatitis C virus NS3 helicase | AID 1800, 2009 | 0.56% of 290,000 active;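 active means inhibition above the mean of all tested compounds plus 3 SD, set per campaign, cut at about 35% in these data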;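 further: 0% = DMSO wells and 100% = thioflavine S control wells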
#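 System: Hepatitis C virus NS3 helicase domain fragment enzyme | Reagent: Annealed dual-labelled DNA beacon duplex, ATP-started | Compound dosing: 10.9 µM single point, 0.8% DMSO | Incubation: 1 h reaction at 25 °C, ATP-initiated | Technique: Cy5 fluorescence | Evaluation: Percent inhibition from t60/t0 fluorescence ratio | Benchmarks: Low DMSO, high thioflavine S at 110 µM | Replication: Singlicate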
# CRFBP-R2 block – antagonists of CRF-BP/CRF-R2 complex, primary screen, cell-based, HEK293, calcium dye fluorescence, uHTS; AID 588475, 2011; inhibition, % at 11.8 µM; CRF-induced calcium fluorescence; 0.59% of 350,000 active;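 active means inhibition of the ligand-induced calcium signal above about 50% at the single tested concentration, limit read from the data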
# GalR3 antag – GalR3 antagonists in HEK293 cells, primary screen, cell-based, fluorescence readout; inhibition, % at 3 µM; HEK293 GalR3-CNG cAMP membrane potential fluorescence; galR3 body fused to GalR1 C-terminus; AID 651719, 2012; 0.44% of 360,000 active;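 active means inhibition above the screen-wide average plus 3 SD, cut at about 13% in these data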;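 further: forskolin and galanin both at EC90 stimulate the cells; cAMP rise reported by CNG channel membrane potential dye signal; 0% = forskolin plus galanin with DMSO and 100% = forskolin alone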
# Target sequence (O60755 1-299 limits assumed): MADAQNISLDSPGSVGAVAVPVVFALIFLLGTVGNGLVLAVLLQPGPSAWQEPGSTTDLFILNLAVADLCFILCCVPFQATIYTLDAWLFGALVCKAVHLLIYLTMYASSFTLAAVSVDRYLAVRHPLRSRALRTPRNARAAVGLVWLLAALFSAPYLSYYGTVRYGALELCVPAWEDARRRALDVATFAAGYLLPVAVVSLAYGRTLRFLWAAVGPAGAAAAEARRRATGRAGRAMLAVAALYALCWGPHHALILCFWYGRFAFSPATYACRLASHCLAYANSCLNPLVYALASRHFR
# VIM-2 inhibitor – VIM-2 metallo-beta-lactamase inhibitors, primary screen, biochemical, epi-absorbance readout, Pseudomonas aeruginosa enzyme. inhibition, % at 5.6 µM. 0.89% of 290,000 active. purified VIM-2, nitrocefin hydrolysis, epi-absorbance fluorescence;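 active means inhibition above the mean of all tested compounds plus 3 SD, cutoff set per screening run, cut at about 7.5% in these data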;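 further: red hydrolysis product quenches plate fluorescence so inhibitors raise well fluorescence; 0% = enzyme with DMSO and 100% = DMSO without enzyme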
# SUMO HTRF inh – inhibitors of in vitro SUMOylation cascade, primary screen, biochemical, HTRF, uHTS | inhibition, % at 35 µM | SUMO-conjugating enzyme UBC9 (Homo sapiens), P63279 | AID 2006, 2009 | 0.36% of 290,000 active | HTRF SUMOylation assay, SAE1/SAE2 + UBC9; in the data active means inhibition above about 50%, passing the limit was not always enough; further: strong numbers were not always called active
# Target sequence (P63279 whole entry, looked up): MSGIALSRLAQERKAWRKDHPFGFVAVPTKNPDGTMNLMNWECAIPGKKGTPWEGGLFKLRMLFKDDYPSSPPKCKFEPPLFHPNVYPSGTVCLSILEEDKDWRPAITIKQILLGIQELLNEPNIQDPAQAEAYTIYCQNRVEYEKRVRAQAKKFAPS
# * = called active by the depositor; x = no result given.
SMILES,IDE cell inh,p-CIP stab down,IMP-1 inhibitor,IDE cell activ,HCV NS3 hel inh,CRFBP-R2 block,GalR3 antag,VIM-2 inhibitor,SUMO HTRF inh
CCOC(=O)c1cccc(NC(=O)C2CCCN(c3nnc(N4CCCC4=O)s3)C2)c1 (stereo not given),4,3,-2.2,2,-2,3,x,-2.2,9
O=C(c1sc2cc(F)ccc2c1Cl)N1CCN(c2cccc(Cl)c2)CC1,12,-4,-3.4,0,12,5,-3,0.2,-6
COc1ccc(OC)c(S(=O)(=O)NCC(c2cccs2)N2CCc3ccccc3C2)c1 (stereo not given),5,x,x,-1,x,-20,-5,x,x
CC1=NN(c2ccccc2)C(=O)C1/C=C1/NC(=S)NC1=O (stereo not given),2,-6,-5.6,x,-7,25,2,-2.0,-16
CCOC(=O)C1CCN(Cc2ccc(C(=O)OC)cc2)CC1,3,-3,-2.4,2,0,-8,x,-0.9,29
COc1ccc(-c2c(C)n([O-])c(C)c(C)[n+]2=O)cc1OC,3,2,-1.8,6,2,-1,0,-2.5,19
CCN(CC)C1CCN(Cc2cn[nH]c2-c2ccc(OC)c(F)c2)C1 (stereo not given),10,-14,-1.7,x,-4,-37,1,-1.4,-59
N#Cc1ccc(-c2ccc3c(c2)OCO3)nc1SCC(=O)OCc1ccccc1,8,4,-4.1,0,16,7,-9,-1.3,24
COc1cccc(N2CC(C(=O)Nc3nnc(SCC(=O)Nc4ccc(NC(C)=O)cc4)s3)CC2=O)c1 (stereo not given),-1,-14,-1.1,3,9,10,-2,-3.0,-1
CC(=O)NCCN=C(C)c1sc2ccccc2c1O,8,-7,-3.5,-1,3,18,-1,-2.4,-12
CC1(C)Cc2c(sc(NC(=O)COc3ccc(Cl)cc3)c2C#N)C(C)(C)N1,4,3,-3.7,-1,-65,-3,x,0.8,3
CN1CCN(c2cc(C(F)(F)F)nc3ccc(F)cc23)CC1,-4,-2,-2.5,1,-3,3,0,0.0,23
COc1ccc(NC(=O)CCS(=O)(=O)c2cccc3nonc23)cc1Cl,2,5,0.1,2,-8,5,-8,-1.0,3
Cc1ccccc1C(=O)N1CCC(C(=O)Nc2ccccn2)CC1,3,x,x,6,x,0,-3,x,x
O=C(Nc1ccc2c(c1)CCC2)c1ccc(Br)s1,10,-13,-0.8,-2,-20,-3,-4,-1.3,-36

# Only SUMO HTRF inh, CRFBP-R2 block and HCV NS3 hel inh (7 entries from above):
structure,SUMO HTRF inh,CRFBP-R2 block,HCV NS3 hel inh
COc1ccc(OC)c(S(=O)(=O)NCC(c2cccs2)N2CCc3ccccc3C2)c1 (stereo not given),x,-20,x
CC1=NN(c2ccccc2)C(=O)C1/C=C1/NC(=S)NC1=O (stereo not given),-16,25,-7
CCOC(=O)C1CCN(Cc2ccc(C(=O)OC)cc2)CC1,29,-8,0
COc1ccc(-c2c(C)n([O-])c(C)c(C)[n+]2=O)cc1OC,19,-1,2
CCN(CC)C1CCN(Cc2cn[nH]c2-c2ccc(OC)c(F)c2)C1 (stereo not given),-59,-37,-4
N#Cc1ccc(-c2ccc3c(c2)OCO3)nc1SCC(=O)OCc1ccccc1,24,7,16
COc1cccc(N2CC(C(=O)Nc3nnc(SCC(=O)Nc4ccc(NC(C)=O)cc4)s3)CC2=O)c1 (stereo not given),-1,10,9

# More entries.
SMILES,IDE cell inh,p-CIP stab down,IMP-1 inhibitor,IDE cell activ,HCV NS3 hel inh,CRFBP-R2 block,GalR3 antag,VIM-2 inhibitor,SUMO HTRF inh
O=c1oc2ccc3ccccc3c2cc1-c1nnc(-c2ccccc2)o1,8,-16,-3.5,2,-6,61*,-5,-2.6,13
CCOc1ccc(N(CC(=O)Nc2cccc(F)c2)S(=O)(=O)c2c(C)noc2C)cc1,-3,-21,-5.0,5,-3,1,-3,-2.9,0
CC(C)NC(=O)CSc1nc(-c2cccs2)cc(-c2ccccc2)c1C#N,-2,-27,-1.8,1,-4,13,-6,-2.0,21
Cc1cc(CNCc2c(C(=O)N(C)Cc3ccccc3)nc3ccccn23)nn1C,0,5,-2.2,0,4,10,-5,-2.0,-5
CCN(C(=O)c1cnc(NC(C)C)cc1C(F)(F)F)c1ccc(Cl)cc1,-8,-10,-2.9,4,-4,0,-1,-3.7,10
COCCCN1C(=O)C(=O)/C(=C(/O)c2ccc(S(=O)(=O)N3CCOCC3)cc2)C1c1cccc(Cl)c1 (stereo not given),-5,1,-1.2,3,13,10,-1,-0.3,x
CC(C)C(C)NC(=O)COC(=O)c1cccc(C(=O)OCC(=O)NC(C)C(C)C)n1 (stereo not given),2,-3,-4.2,0,11,0,-7,-2.7,16
O=C(CC1N=C2c3ccccc3N=C(SCc3ccc(Cl)cc3)N2C1=O)NCc1ccco1 (stereo not given),8,-10,0.3,4,17,-14,x,-0.5,32
COc1ccc2c(CC(=O)OCC(=O)Nc3cccc(S(N)(=O)=O)c3)coc2c1,1,-9,-2.5,-3,-4,16,-1,-0.5,24
CN1CCN(S(=O)(=O)c2ccc(-c3noc(C4CCN(S(C)(=O)=O)CC4)n3)cc2)CC1,-3,0,-6.3,2,-1,-6,-6,-5.2,18
COc1ccc(S(=O)(=O)N(C)CC(=O)NCCC2=CCCCC2)cc1OC,-2,-14,-5.4,0,-1,-11,-5,-0.9,-2
Cc1ccsc1C(=O)N1CCCC(CO)(Cc2ccccc2)C1 (stereo not given),-3,0,-1.3,-2,-2,-9,-5,-1.6,13
Cc1cc(N2CCN(C)CC2)nc2ccc(NC(=O)CCC(=O)NCCCOC(C)C)cc12,-3,-11,-0.4,2,4,51*,-9,-1.2,21
O=C1Nc2ccccc2O/C1=C\c1ccccc1,7,-7,-1.0,0,-6,-5,-11,-1.7,32
C=C(C)CSc1nnc(-c2cccc(S(=O)(=O)N(C)C)c2)n1-c1cc(OC)ccc1OC,7,5,-1.1,0,-4,5,-3,-6.2,13

# Full records as entered above. Order of values: IDE cell inh, p-CIP stab down, IMP-1 inhibitor, IDE cell activ, HCV NS3 hel inh, CRFBP-R2 block, GalR3 antag, VIM-2 inhibitor, SUMO HTRF inh
# `CC(C)NC(=O)CSc1nc(-c2cccs2)cc(-c2ccccc2)c1C#N` is listed with -2, -27, -1.8, 1, -4, 13, -6, -2.0, 21
# `CCOC(=O)C1CCN(Cc2ccc(C(=O)OC)cc2)CC1` is listed with 3, -3, -2.4, 2, 0, -8, x, -0.9, 29

# Further compounds:
SMILES,IDE cell inh,p-CIP stab down,IMP-1 inhibitor,IDE cell activ,HCV NS3 hel inh,CRFBP-R2 block,GalR3 antag,VIM-2 inhibitor,SUMO HTRF inh
C=C(C)COc1ccc(-c2n[nH]c(C)c2-c2ccc(OC)c(OC)c2)c(O)c1,3,7,-4.7,8,-18,21,4,-2.8,-22
Cc1cc(Br)ccc1NC(=O)CN(C)C(=O)c1cc([N+](=O)[O-])ccc1N1CCOCC1,0,x,x,0,x,11,-1,x,x
COc1cc(C(CCN2CCCC(C)C2)c2c(OC)cc(OC)c3c2OC(=O)CC3c2ccc(N(C)C)cc2)cc(OC)c1OC (stereo not given),10,-7,x,3,x,-12,x,x,-3
Cc1[nH]c2ccccc2c1C(=O)C(=O)Nc1ccc2c(c1)OCO2,-7,-4,-4.6,-2,8,-3,-8,-2.8,2
N#C/C(=C/c1ccc(CNS(=O)(=O)c2ccccc2)o1)C(=O)NCc1ccccc1,1,6,-2.5,2,-1,-4,-4,0.0,2
CC(Oc1ccc(Cl)cc1Cl)C(=O)Nc1ccc2oc(-c3ccncc3)nc2c1 (stereo not given),8,-5,-3.3,2,-4,-50,3,-3.3,1
Cc1ccc(C(=O)OCC(=O)c2ccc(CC(=O)N3CCOCC3)s2)cc1C,5,x,x,-7,x,3,-3,x,x
Cc1ccc(C2C(C#N)=C(N)N(N(C)C)C3=C2C(=O)CCC3)cc1 (stereo not given),-1,3,-3.3,-1,6,-7,-3,-1.1,-4
COc1ccc(N2CC(C(=O)Nc3cccc(OC(C)C)c3)CC2=O)cc1 (stereo not given),0,-14,-2.4,-1,-2,2,-10,0.5,13
CC1CC(C)CN(S(=O)(=O)CCNC(=O)c2ccccc2)C1 (stereo not given),9,x,x,-4,x,22,-2,x,x
COCCn1c(=NC(=O)c2ccc3c(c2)OCO3)c(C#N)cc2c(=O)n3cccc(C)c3nc21,x,-5,-4.4,x,1,x,x,-4.1,24
COc1ccc(NS(=O)(=O)c2cccc(C(=O)NNC(=O)c3ccc(=O)[nH]c3)c2)cc1,2,x,x,0,x,4,-4,x,x
N#C/C(=C1\CCCN1)c1nc2ccccc2c(=O)[nH]1,4,-2,-0.6,10,2,68*,0,0.7,15
Cc1ccc(C)c(C(=O)COC(=O)c2cc(Cl)nc3ccccc23)c1,9,7,0.8,0,1,-3,2,1.5,-20
O=C1OC(N2C(=O)CC[C@H]2C(=O)NCC2CCCO2)c2ccccc21 (stereo not given in full),0,-4,-3.9,4,25,3,4,1.2,1
COc1cccc(OCCNc2cc(N3CCOCC3)ccc2[N+](=O)[O-])c1,-4,-2,-2.2,9,-13,-25,-2,-2.6,-18
COC(=O)c1ccc(COC(=O)C2CC(O)CN2S(=O)(=O)c2ccc([N+](=O)[O-])cc2)cc1 (stereo not given),0,x,x,10,x,15,-6,x,x
CSc1ncccc1C(=O)OCC(=O)Nc1ccc2c(c1)OCO2,0,20,-4.9,5,1,6,-3,-5.3,2
Cc1ccc(C)c(S(=O)(=O)N2CCN(C(=O)c3ccccc3Cc3ccccc3)CC2)c1,2,x,x,0,x,-10,-5,x,x
Nc1nc(NCc2ccco2)nn1-c1ccccc1,-4,-13,-1.3,-1,2,-7,-7,0.3,2
NCCCCCC(=O)O,4,x,x,-1,x,41,0,x,x
CN(C(=O)COC(=O)/C=C/c1ccc(Cl)c(Cl)c1)c1c(N)n(Cc2ccccc2)c(=O)[nH]c1=O,-5,x,x,2,x,17,-5,x,x

# 2 records drawn at random from the list so far:
SMILES,IDE cell inh,p-CIP stab down,IMP-1 inhibitor,IDE cell activ,HCV NS3 hel inh,CRFBP-R2 block,GalR3 antag,VIM-2 inhibitor,SUMO HTRF inh
CC1=NN(c2ccccc2)C(=O)C1/C=C1/NC(=S)NC1=O (stereo not given),2,-6,-5.6,x,-7,25,2,-2.0,-16
Nc1nc(NCc2ccco2)nn1-c1ccccc1,-4,-13,-1.3,-1,2,-7,-7,0.3,2
